USP2a inh: blocks human ubiquitin-specific protease USP2a | USP2 core, Ub-CHOP2 coupled fluorogenic reporter, 485/531 | Potency, µM (titrated, usually from 38.3 µM), for the others: at the highest dose activity change, negative = inhibition, actives largely listed as inhibitors | 330,000 tested, 0.01% active | O75604;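 note: potency is the fitted concentration of half-maximal effect; plate controls were DMSO wells for no effect and full inhibition by NEM control for full effect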
Target sequence (O75604 whole entry, looked up): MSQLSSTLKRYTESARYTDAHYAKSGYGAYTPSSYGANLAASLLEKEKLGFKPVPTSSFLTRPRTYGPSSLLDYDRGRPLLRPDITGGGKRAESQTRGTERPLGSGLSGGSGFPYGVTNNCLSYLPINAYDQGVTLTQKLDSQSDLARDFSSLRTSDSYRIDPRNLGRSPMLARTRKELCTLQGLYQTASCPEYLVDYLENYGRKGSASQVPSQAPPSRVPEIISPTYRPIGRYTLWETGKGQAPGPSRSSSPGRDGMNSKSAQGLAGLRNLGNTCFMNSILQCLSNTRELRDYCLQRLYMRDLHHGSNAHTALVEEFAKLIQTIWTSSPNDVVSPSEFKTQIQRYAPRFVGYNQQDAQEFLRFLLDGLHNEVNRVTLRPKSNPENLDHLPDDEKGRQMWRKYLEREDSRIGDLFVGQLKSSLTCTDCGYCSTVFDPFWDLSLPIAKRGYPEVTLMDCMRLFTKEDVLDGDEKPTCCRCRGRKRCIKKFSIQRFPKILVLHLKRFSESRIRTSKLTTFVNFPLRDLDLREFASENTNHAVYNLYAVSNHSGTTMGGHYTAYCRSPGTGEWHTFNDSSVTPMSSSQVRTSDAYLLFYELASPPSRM
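Cell-free coupled assay: 10nM USP2 core preincubated 30min RT with compound in Tris-HCl pH 8.0/CaCl2/CHAPS buffer, then 25nM Ub-CHOP2 and 25nM reporter substrate; fluorescence (Ex 485/Em 531) read after 60min RT, normalized to NEM inhibition, concentration-response curves fitted.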
B2AR arrestin: beta2AR (human) beta-arrestin recruitment activity. beta-arrestin recruitment to beta2AR, cell-based reporter. Potency, µM (top dose mostly 46.1 µM), for the others: at the top dose activation, actives largely listed as activators. 330,000 tested, 0.02% active;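 note: potency is the fitted concentration of half-maximal effect; 0% = DMSO controls and full agonism = EC100 isoproterenol or metaproterenol; nearly all actives have a fitted effect of over 65% in size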
Target sequence (P07550 whole entry, looked up): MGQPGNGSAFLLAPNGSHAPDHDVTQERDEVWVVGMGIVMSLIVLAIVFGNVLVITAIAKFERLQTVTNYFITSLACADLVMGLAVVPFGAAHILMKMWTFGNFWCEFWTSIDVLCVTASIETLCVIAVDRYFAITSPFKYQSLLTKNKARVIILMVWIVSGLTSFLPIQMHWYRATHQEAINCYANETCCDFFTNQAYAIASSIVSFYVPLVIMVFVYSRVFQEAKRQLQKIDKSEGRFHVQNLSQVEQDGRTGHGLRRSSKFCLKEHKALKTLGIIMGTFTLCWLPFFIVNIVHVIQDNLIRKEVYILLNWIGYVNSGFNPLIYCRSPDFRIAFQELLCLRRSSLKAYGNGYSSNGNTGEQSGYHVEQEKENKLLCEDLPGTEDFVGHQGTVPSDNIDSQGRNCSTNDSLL
PTAP TSG101 blk: blocks PTAP/TSG101 interaction to inhibit HIV-1 budding; Fluorescence polarization, FITC-PTAP peptide / Tsg101 binding; AID 493005; 340,000 tested, under 10 active; Potency, µM (series often up to 115 µM), inactives show at the top dose activity change, negative = inhibition, usual class: inhibitors; Q99816; active = well fitted inhibition curve with a large enough effect in the main read-out, with a control signal flat, not every such curve was filed as active; inconclusive = small, poorly fitted or top-dose-only effect, or effect the other way, or a change in a side signal; inactive = no such curve, though single readings can be large or run the other way; note: potency is the fitted concentration of half-maximal effect; % of control where 0% means no effect
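Tsg101 binding domain (10 uM final) was mixed with compound and a FITC-labeled PTAP peptide (50 nM final) in HEPES pH 7.5 buffer with NaCl, Tween 20, EDTA and TCEP; fluorescence polarization was read after 20 min at r.t.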
TRPV1 ag: activates the human vanilloid receptor TRPV1 | Q8NER1 | TRPV1-expressing cells, Fluo-8 calcium influx, agonist mode | activation, % at 8.33 µM | 320,000 tested, 0.19% active | AID 540275; in the data active = activation above about 80%; inconclusive = between about 30% and that limit; note: 0% is about no effect
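Cells expressing TRPV1 were dye-loaded with Fluo-8 and read kinetically: 10 s baseline, 3 min after compound (agonist portion), then 2 min after EC20 capsaicin (allosteric enhancer portion). Calcium-bound dye fluorescence at 480/520 nm.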
uPA generation: blocks generation of uPA at the cell surface; cell surface uPA generation assay, qHTS; Potency, µM (highest dose often 38.3 µM), without a hit: at the top dose activity change, negative = inhibition, hits mostly inhibitors; 330,000 tested, 0.31% active; active = well fitted inhibition curve with a large enough effect; inconclusive = small, poorly fitted or top-dose-only effect; inactive = no such curve, though single readings can be large or run the other way; tested in mouse RAW 264.7 cells; note: potency is the fitted concentration of half-maximal effect; % is set by controls: 0 for no effect and ±100 for the full control effect; nearly all actives have a fitted effect of over 55% in size
Eya2 phos inh: blocks the phosphatase activity of human Eya2; O00167; recombinant Eya2, OMFP fluorescence dephosphorylation (OMFP is methylfluorescein phosphate); Potency, µM (series often up to 76.9 µM), without a hit: at the top dose activity, negative = inhibition, usual class: inhibitors; 330,000 tested, 0.006% active; AID 488837; note: potency is the fitted concentration of half-maximal effect; % is set by controls: 0 for no effect and ±100 for the full control effect
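Eya2 protein (added as 0.2 uM solution) was preincubated with compound for 10 min at ambient temperature in 50 mM HEPES pH 7.5, 50 mM NaCl, 5 uM MgCl2, 0.05% BSA, 1 mM DTT. OMFP (added at 50 uM) then reacted 10 min; fluorescence read at 485/525 nm.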
BRCA1 expr up: activators of BRCA1 expression | 380,000 tested, 1.1% active | Potency, µM (highest dose often 46.1 µM), for inactives: top-dose activation, actives largely listed as activators | AID 624202 | MCF7-BRCA1-FFLuc reporter, luminescence, 48 h; response scale: scaled: vehicle 0%, 10 µM genistein 100%; note: potency is the fitted concentration of half-maximal effect; nearly all actives have a fitted effect of over 80% in size; some results filed as inactive show a strong effect at the top dose
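First, MCF7-BRCA1-FFLuc cells (2000/well) attach for 2 h; next, compounds are pin-added and incubated 48 h at 37 °C; finally, luciferase reagent is added and luminescence read after 15 min.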
ELG1 genotox: inducers of genotoxicity in HEK293T ELG1-luciferase cells | HEK293T ELG1-luciferase reporter, luminescence, 16 h | Potency, µM (series often up to 46 µM), for inactives: at the top dose activity change, positive = activation, actives largely listed as activators | 330,000 tested, 1.3% active; note: potency is the fitted concentration of half-maximal effect; % of control where 0% means no effect; nearly all actives have a fitted effect of over 60% in size
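HEK293T cells expressing luciferase-tagged ELG1 were treated with compound or DMSO for 16 hr at 37°C. Luciferase activity was then read after 30 min with ONE-Glo at room temperature; rising signal flags genetic stress.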
S-ASM inh: inhibitors of human secretory acid sphingomyelinase; P17405; placental ASM, HMU-PC fluorogenic substrate, 60 min; Potency, µM (series often up to 57.5 µM), without a hit: at the highest dose activity change, negative = inhibition, most hits filed as inhibitors; 340,000 tested, 0.006% active; AID 504937; note: potency is the fitted concentration of half-maximal effect
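Human placenta-derived ASM enzyme was preincubated with compound for 10 minutes at room temperature, then given fluorogenic substrate HMU-PC0 (9 uM final) for 60 minutes at 37 °C; a pH 10 stop preceded fluorescence reading at Ex 386/Em 447 nm.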
Integrin act MD: activates integrin-mediated alleviation for muscular dystrophy; AID 624291; 350,000 tested, 0.064% active; Potency, µM (titrated, usually from 38.3 µM), for the others: at the highest dose activation, hits mostly activators; alpha7betagal myoblasts, beta-gal FDG fluorescence, 48 h;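 note: potency is the fitted concentration of half-maximal effect; 100% = response of the positive control SU9516; nearly all actives have a fitted effect of over 60% in size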
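Alpha7betagal+/- myoblasts (passage 13) were plated 16-24 hr, then exposed to compounds (1:260 dilution of DMSO stock) for 48 hours at 37C. After MPER lysis, β-galactosidase reporter activity was read as FDG fluorescence (ex 480/em 540) after 30 minutes.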
p53 reactivator: re-activators of mutant p53; H1299 p53-A138V BP100-luciferase reporter, luminescence, 24 h; Potency, µM (doses to about 92.2 µM), without a hit: at the top dose activity change, positive = activation, usual class: activators; 320,000 tested, 0.063% active; note: potency is the fitted concentration of half-maximal effect; % of control where 0% means no effect; nearly all actives have a fitted effect of over 45% in size
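p53-null H1299 cells stably carrying temperature-sensitive p53-A138V and a BP100-luciferase reporter were pinned with compounds (4-point, 1:5 series) and held 24 hrs at 37 deg C. Luminescence was read 10 min after detection reagent.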
The depositor's hits bear a star; ? = inconclusive; . = no result given; [ ] = another dose, or the depositor's remark. Unless noted, calls come from the whole dose curve; as a rule, active = well fitted curve in the direction sought with a large enough effect; inconclusive = small, poorly fitted or top-dose-only effect, or another doubt; inactive = no such curve, though single readings can be large; an effect the other way counts as inactive or inconclusive. The list is partial (hit frequency here may not be typical).

Screens in order – USP2a inh	B2AR arrestin	PTAP TSG101 blk	TRPV1 ag	uPA generation	Eya2 phos inh	BRCA1 expr up	ELG1 genotox	S-ASM inh	Integrin act MD	p53 reactivator
> C[C@]12CCC3C(CC[C@@H]4C[C@@H](O)CC[C@]34C)C1CC[C@@H]2O (stereo partly specified)
 : .	.	-3%	.	1%	.	-5%	.	0%	29%	.
> COC(=O)C1=C(c2cc3ccccc3o2)C[C@@H]2CC[C@H]1N2C(=O)NCc1ccc(C(F)(F)F)cc1
 : .	.	-1%	.	?	.	-12%	.	-15%	3%	.
> C=CCC1([C@@H](C)CCC)C(=O)NC(=O)NC1=O
 : 1%	-0.8%	-1%	.	-11%	-17%	12%	3%	-1%	.	9%
> CCOC(=O)[C@]12Cc3cc(N(C)C)ccc3[C@H]1N(Cc1ccccc1)C(=O)c1ccccc12
 : .	.	-2%	.	?	.	-39%	.	-3%	-24%	.
> C[C@@H]1O[C@@H](O[C@H]2C[C@@H](O)[C@]3(CO)[C@H]4[C@H](O)C[C@]5(C)[C@@H](C6COC(=O)C6)CC[C@]5(O)[C@@H]4CC[C@]3(O)C2)[C@H](O)[C@H](O)[C@H]1O (stereo partly specified)
 : -3%	-0.5%	-4%	-2	3%	-2%	-69%	-22%	6%	.	4%
> Cc1ccc(-c2cc(-c3ccc(C)cc3)[n+](-c3ccccc3)c(-c3ccc(C)cc3)c2)cc1
 : 0%	-0.8%	0%	4	?	-5%	.	-5%	-3%	-41%[inhibitor]	-16%
> CC1CC(C)CN(C(=O)COC(=O)c2cn(C)c3ccccc23)C1 (stereo unspecified)
 : 2%	0.2%	0%	-2	12%	5%	-7%	-1%	2%	4%	2%
> COc1ccc(CN2C(=O)NC(=O)/C(=C/c3ccoc3)C2=O)cc1
 : ?	-0.5%	-2%	6	16%	?	3%	11%	-5%	-11%	3%
> Cc1cc(C)n2nc(SC(C)C(=O)N3CCC4(CC3)OCCO4)nc2n1 (stereo unspecified)
 : 3%	-0.1%	.	3	8%	-14%	6%	4%	0%	2%	-17%
> CSc1ccc(CN2CCN(C(=O)COc3cccc(C)c3)CC2)cc1
 : 3%	-0.2%	0%	23	1%	-10%	-30%	-9%	4%	-8%	-3%
> CN1CCN(c2nc3c(c(=O)[nH]2)CCC3)CC1
 : 2%	-0.1%	0%	1	-1%	1%	-4%	0%	-1%	12%	-9%
> C/C(=N\OC(=O)NC(C)C)c1sc(-c2ccc(Cl)cc2)nc1C
 : 0%	1.8%	-7%	.	-6%	-14%	49%	?	-11%	10%	4%
> Nc1ccc(Cl)cc1C(=O)c1ccccc1Cl
 : 0%	6.2%	1%	4	2%	-2%	-44%	10%	-6%	-12%	1%
> COC(=O)C1=C(c2c(C)noc2C)C[C@@H]2CC[C@H]1N2C(=O)NCc1ccc2c(c1)OCO2
 : -1%	-0.1%	0%	26	3%	-2%	-2%	-3%	5%	-2%	-1%
> CCC(C)NS(=O)(=O)c1ccc(OCC(=O)N2CCN(CC)CC2)cc1 (stereo unspecified)
 : 1%	-0.1%	-3%	1	11%	3%	-10%	1%	1%	19%	-14%

Structural class: the entries above with four or more nitrogen atoms (2)
Screens in order – USP2a inh	B2AR arrestin	PTAP TSG101 blk	TRPV1 ag	uPA generation	Eya2 phos inh	BRCA1 expr up	ELG1 genotox	S-ASM inh	Integrin act MD	p53 reactivator
> Cc1cc(C)n2nc(SC(C)C(=O)N3CCC4(CC3)OCCO4)nc2n1 (stereo unspecified)
 : 3%	-0.1%	.	3	8%	-14%	6%	4%	0%	2%	-17%
> CN1CCN(c2nc3c(c(=O)[nH]2)CCC3)CC1
 : 2%	-0.1%	0%	1	-1%	1%	-4%	0%	-1%	12%	-9%

Additional compounds
Screens in order – USP2a inh	B2AR arrestin	PTAP TSG101 blk	TRPV1 ag	uPA generation	Eya2 phos inh	BRCA1 expr up	ELG1 genotox	S-ASM inh	Integrin act MD	p53 reactivator
> O[C@H]1C2CCC1C(N1CCCCC1)CC2 (stereo partly specified)
 : 4%	0.2%	-3%	0	5%	11%	0%	0%	5%	12%	-2%
> c1cc(C2N3CCCN2CC3)ccn1 (stereo unspecified)
 : 5%	-0.5%	-12%	1	-7%	4%	3%	3%	0%	1%	8%
> CCNCC(O)c1cccc(O)c1 (stereo unspecified)
 : -1%	6.9%	-4%	2	-15%	-7%	-9%	0%	6%	.	5%
> O=C1NC(=O)C2(Cc3c(nc4ccccn4c3=O)N3CCCCCC32)C(=O)N1Cc1ccccc1 (stereo unspecified)
 : 2%	2.4%	-12%	6	0%	6%	-31%	-15%	0%	?	1%
> CCCCCCn1c(=O)c(C(=O)Nc2ncccc2O)c(O)c2ccccc21
 : 3%	5.2%	-6%	-3	31%[activator]	0%	-1%	-9%	-3%	8%	.
> CCS(=O)(=O)NCc1nnc2n1-c1ccc(Br)cc1C(c1ccccc1Cl)=NC2
 : .	.	-3%	.	9%	.	-4%	.	-1%	-18%	.
> CCC1CCCCN1P(=O)(c1ccc(C)o1)C(C)(C)C (stereo unspecified)
 : -1%	0.6%	-10%	3	-1%	7%	19%	0%	1%	2%	-9%
> CCOC(=O)C1(c2ccccc2)CCN(CC(=O)Nc2ccc(C)cc2)CC1
 : 0%	2.8%	-4%	12	6%	-2%	-10%	-3%	-3%	-71%[inhibitor]	-3%
> NC(=O)c1ccc(N=Nc2c(O)[nH]c(=O)[nH]c2=O)cc1
 : 1%	-0.2%	.	-4	.	-20%	.	4%	.	.	-11%
> C=CCn1c(O)c(Cc2ccc(OCC)cc2)c(=O)[nH]c1=O
 : 0%	-0.4%	-6%	1	5%	-24%	-2%	-1%	-4%	-10%	6%
> CN(C)CCCN=Cc1c(O)n(CCc2ccc(F)cc2)c(=O)[nH]c1=O
 : 0%	-1.1%	-7%	1	2%	14%	-1%	-3%	2%	2%	3%
> Cc1ccc(-c2nc3ccccc3c(=O)n2-c2ccncc2)cc1
 : 1%	0.1%	-1%	7	0%	-2%	0%	0%	-3%	15%	15%
> c1cnc2ccc(C(c3nnnn3C3CCCCC3)N3CCN(C4CCCCC4)CC3)cc2c1 (stereo unspecified)
 : .	.	2%	.	-12%	.	-29%	.	-1%	-40%[inhibitor]	.
> COc1ccc(-c2nn(-c3ccccc3)cc2C(=O)Nc2cccc(S(=O)(=O)NC3=NCCC3)c2)cc1
 : -9%	-0.2%	-4%	.	?	-17%	-6%	-4%	-8%	-52%[inhibitor]	-1%
> CCOc1cc2c(cc1OCC)-n1cccc1C(c1ccc(OC(F)F)cc1)NC2 (stereo unspecified)
 : 4%	-0.1%	-1%	2	-1%	0%	-13%	-9%	-3%	-30%	10%
> CC(C)(C)C(=O)N1Cc2cnnn2-c2ccccc2C1C#N (stereo unspecified)
 : .	.	-3%	.	-13%	.	3%	.	-5%	19%	.
> COc1ccccc1CN1CCN(Cc2ccc(Cl)cc2)CC1
 : 4%	0.2%	-5%	3	-1%	-7%	-3%	-13%	3%	-22%	-2%
> COC(=O)COc1cc(C)cc2oc(=O)c3c(c12)CCCC3
 : 0%	-0.6%	-6%	1	-4%	5%	0%	1%	-3%	2%	-6%
> COC(=O)C1=C(c2ccc(F)cc2OCc2ccccc2)C[C@@H]2CC[C@H]1N2C(=O)N1CCCC1
 : 0%	-0.1%	-1%	?	4%	-24%	-19%	-7%	1%	-7%	-15%
> COc1cccc(C(=O)C2CCCN(Cc3ccc4nonc4c3)C2)c1 (stereo unspecified)
 : 10%	0.3%	2%	1	3%	3%	-7%	9%	-5%	20%	-2%
> O=c1[nH]c(=O)n(CCc2ccccc2)c(O)c1/C=N/N1CCOCC1
 : 14%	-0.4%	-2%	0	-6%	9%	2%	-1%	1%	86%	-2%
> C/C(=N\NC(=O)CN1CCCCC1)c1cccc([N+](=O)[O-])c1
 : .	.	-3%	.	3%	.	?	.	2%	-1%	.
> COc1cc(-n2c(=S)[nH]c3ccc(C)cc3c2=O)c(Cl)cc1Cl
 : -10%	13%	0%	13	-11%	22%	-27%	-6%	-7%	-12%	-3%
> CCc1ccc(CNCCc2ccc(F)cc2)cc1
 : 3%	0.0%	-1%	-5	1%	-5%	-35%	-5%	1%	-44%	13%
> CC(=O)N1CCN(c2ccc(N=Cc3c(O)n(-c4ccc(Cl)cc4)c(=O)[nH]c3=O)cc2)CC1
 : 2%	0.1%	0%	0	-10%	-18%	-4%	0%	-6%	0%	-4%

From PubChem BioAssay
